# Compound activity deposited in PubChem BioAssay by National Center for Advancing Translational Sciences (NCATS).
# Integrin act MD: integrin-mediated muscular dystrophy alleviation activation; alpha7betagal myoblasts, beta-gal FDG fluorescence, 48 h; Potency, µM (top dose mostly 38.3 µM), for inactives: top-dose activation, most hits filed as activators; 350,000 tested, 0.064% active;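 also: potency is read from the fitted curve at half-maximal effect; 100% = response of the positive control SU9516; nearly all actives have a fitted effect of over 60% in size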
#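 alpha7betagal+/- myoblasts (passage 13, 250/well) treated 48 h at 37C with compounds at 1:260 dilution of DMSO stock. Lysed, then beta-galactosidase activity read as FDG fluorescence (ex 480/em 540) after 30 min, with pre-read for autofluorescence.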
# USP2a block: USP2a (human) protease inhibition | Potency, µM (series often up to 38.3 µM), without a hit: at the top dose activity change, negative = inhibition, actives largely listed as inhibitors | 330,000 tested, 0.01% active | AID 463254 | USP2 core, Ub-CHOP2 coupled fluorogenic reporter, 485/531 | O75604;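 also: potency is read from the fitted curve at half-maximal effect; plate controls were DMSO wells for no effect and full inhibition by NEM control for full effect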
#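 USP2 core (10nM final) preincubated 30min RT with compound in 20mM Tris-HCl pH 8.0, 2mM CaCl2, 2mM beta-mercaptoethanol, 0.05% CHAPS; 25nM Ub-CHOP2 plus 25nM reporter substrate added, fluorescence (Ex485/Em531) read after 60min.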
# PTAP TSG101 blk: blocks PTAP/TSG101 interaction to inhibit HIV-1 budding. Fluorescence polarization, FITC-PTAP peptide / Tsg101 binding. Potency, µM (titrated, usually from 115 µM), for inactives: at the top dose activity change, negative = inhibition, usual class: inhibitors. 340,000 tested, under 10 active. AID 493005; active = well fitted inhibition curve with a large enough effect in the main read-out, with a control signal flat, not every such curve was filed as active; inconclusive = small, poorly fitted or top-dose-only effect, or effect the other way, or a change in a side signal; inactive = no such curve, though single readings can be large or run the other way; also: potency is read from the fitted curve at half-maximal effect; % of control where 0% means no effect
# Target sequence (Q99816 whole entry, looked up): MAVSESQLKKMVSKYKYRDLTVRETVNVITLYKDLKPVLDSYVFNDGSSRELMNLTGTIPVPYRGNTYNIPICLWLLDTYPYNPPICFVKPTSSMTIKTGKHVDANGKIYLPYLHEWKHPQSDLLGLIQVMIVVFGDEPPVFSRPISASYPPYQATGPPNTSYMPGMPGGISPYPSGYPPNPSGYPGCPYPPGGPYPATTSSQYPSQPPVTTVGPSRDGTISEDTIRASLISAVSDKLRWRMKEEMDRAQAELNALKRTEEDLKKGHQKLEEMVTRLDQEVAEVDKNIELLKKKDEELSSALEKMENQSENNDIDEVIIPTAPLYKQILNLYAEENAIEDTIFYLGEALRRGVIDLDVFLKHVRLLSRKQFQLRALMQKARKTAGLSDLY
#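 Tsg101 binding domain (10 uM final) was mixed with compound and a FITC-labeled PTAP peptide (50 nM final) in HEPES pH 7.5 buffer with NaCl, Tween 20, EDTA and TCEP; fluorescence polarization was read after 20 min at r.t.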
# S-ASM inh: blocks human secretory acid sphingomyelinase. Potency, µM (top dose mostly 57.5 µM), for the others: top-dose activity change, negative = inhibition, usual class: inhibitors. AID 504937. P17405. 340,000 tested, 0.006% active. placental ASM, HMU-PC fluorogenic substrate, 60 min; also: potency is read from the fitted curve at half-maximal effect
# Target sequence (P17405 47-631 limits assumed): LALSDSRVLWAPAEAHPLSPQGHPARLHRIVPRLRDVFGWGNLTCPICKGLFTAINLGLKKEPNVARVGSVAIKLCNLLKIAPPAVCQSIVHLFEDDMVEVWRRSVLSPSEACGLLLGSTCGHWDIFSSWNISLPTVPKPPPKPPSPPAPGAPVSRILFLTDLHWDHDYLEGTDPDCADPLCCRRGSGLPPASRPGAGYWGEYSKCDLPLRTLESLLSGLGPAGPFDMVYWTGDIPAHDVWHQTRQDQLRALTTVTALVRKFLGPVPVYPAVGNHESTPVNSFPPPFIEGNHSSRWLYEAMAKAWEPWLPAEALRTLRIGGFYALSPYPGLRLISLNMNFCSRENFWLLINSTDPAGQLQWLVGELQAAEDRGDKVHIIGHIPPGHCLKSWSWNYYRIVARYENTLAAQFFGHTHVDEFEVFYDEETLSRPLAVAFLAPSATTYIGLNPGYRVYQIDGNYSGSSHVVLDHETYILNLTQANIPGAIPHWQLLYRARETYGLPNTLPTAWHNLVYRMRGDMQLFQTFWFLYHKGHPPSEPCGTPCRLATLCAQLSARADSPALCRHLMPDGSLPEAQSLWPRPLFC
#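 Steps: dispense placental human ASM, pin compound, wait 10 min at room temperature, add HMU-PC0 substrate at 9 uM final, incubate 60 min at 37 °C, add stop solution raising pH to 10, read fluorescence.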
# Eya2 phos inh: inhibitors of human Eya2 phosphatase activity; O00167; recombinant Eya2, OMFP fluorescence dephosphorylation (OMFP is methylfluorescein phosphate); Potency, µM (highest dose often 76.9 µM), inactives show at the highest dose activity, negative = inhibition, actives largely listed as inhibitors; 330,000 tested, 0.006% active; AID 488837; also: potency is read from the fitted curve at half-maximal effect; % is scaled to controls: 0 for no effect and ±100 for the full control effect
#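 Eya2 protein (added as 0.2 uM solution) was preincubated with compound for 10 min at ambient temperature in 50 mM HEPES pH 7.5, 50 mM NaCl, 5 uM MgCl2, 0.05% BSA, 1 mM DTT. OMFP (added at 50 uM) then reacted 10 min; fluorescence read at 485/525 nm.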
# ELG1 genotoxic: induces genotoxicity in HEK293T cells with luciferase-tagged ELG1; Potency, µM (series often up to 46 µM), for inactives: top-dose activity change, positive = activation, most hits filed as activators; AID 504466; 330,000 tested, 1.3% active; HEK293T ELG1-luciferase reporter, luminescence, 16 h; also: potency is read from the fitted curve at half-maximal effect; % of control where 0% means no effect; nearly all actives have a fitted effect of over 60% in size
#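 16 hr compound incubation (37 °C, 5% CO2) of HEK293T cells carrying luciferase-tagged ELG1; luciferase then measured by ONE-Glo luminescence after 30 min at RT.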
# TRPV1 agonist: agonists of human vanilloid receptor 1 (TRPV1). Q8NER1. TRPV1-expressing cells, Fluo-8 calcium influx, agonist mode. activation, % at 8.33 µM. 320,000 tested, 0.19% active; in the data active = activation above about 80%; inconclusive = between about 30% and that limit; also: 0% is about no effect
#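 Cells expressing TRPV1 were dye-loaded with Fluo-8 and read kinetically: 10 s baseline, 3 min after compound (agonist portion), then 2 min after EC20 capsaicin (allosteric enhancer portion). Calcium-bound dye fluorescence at 480/520 nm.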
# BRCA1 expr act: BRCA1 expression activation; 380,000 tested, 1.1% active; MCF7-BRCA1-FFLuc reporter, luminescence, 48 h; response scale: scaled: vehicle 0%, 10 µM genistein 100%; Potency, µM (doses to about 46.1 µM), for the others: at the highest dose activation, usual class: activators; also: potency is read from the fitted curve at half-maximal effect; nearly all actives have a fitted effect of over 80% in size; some results filed as inactive show a strong effect at the top dose
#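 MCF7-BRCA1-FFLuc cells, 2000/well in phenol-red-free MEM, attached 2 h then treated 48 h at 37 C. Luciferase luminescence read 15 min after reagent; normalized to genistein maximum activation (10microM) and DMSO, concentration-response fitted.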
# p53 reactivation: re-activators of mutant p53; H1299 p53-A138V BP100-luciferase reporter, luminescence, 24 h; Potency, µM (doses to about 92.2 µM), without a hit: at the highest dose activity change, positive = activation, most hits filed as activators; 320,000 tested, 0.063% active; AID 504706; also: potency is read from the fitted curve at half-maximal effect; % of control where 0% means no effect; nearly all actives have a fitted effect of over 45% in size
#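 p53-null H1299 cells stably carrying temperature-sensitive p53-A138V and a BP100-luciferase reporter were pinned with compounds (4-point, 1:5 series) and held 24 hrs at 37 deg C. Luminescence was read 10 min after detection reagent.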
# B2AR arrestin: recruits beta-arrestin to the human beta2-adrenergic receptor; beta-arrestin recruitment to beta2AR, cell-based reporter; Potency, µM (top dose mostly 46.1 µM), for the others: at the highest dose activation, hits mostly activators; AID 492947; 330,000 tested, 0.02% active;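 also: potency is read from the fitted curve at half-maximal effect; 0% = DMSO controls and full agonism = EC100 isoproterenol or metaproterenol; nearly all actives have a fitted effect of over 65% in size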
# uPA surface inh: blocks generation of uPA at the cell surface; Potency, µM (series often up to 38.3 µM), for inactives: at the top dose activity change, negative = inhibition, hits mostly inhibitors; 330,000 tested, 0.31% active; AID 540303; cell surface uPA generation assay, qHTS; active = well fitted inhibition curve with a large enough effect; inconclusive = small, poorly fitted or top-dose-only effect; inactive = no such curve, though single readings can be large or run the other way; tested in mouse RAW 264.7 cells; also: potency is read from the fitted curve at half-maximal effect; % is scaled to controls: 0 for no effect and ±100 for the full control effect; nearly all actives have a fitted effect of over 55% in size
# * marks the source's active call; other numbers are inactive results; ? = inconclusive; . = not tested or not shown; [ ] = another dose, or the depositor's remark. Unless noted, calls follow the shape of the dose curve; as a rule, active = well fitted curve in the direction sought with a large enough effect; inconclusive = small, poorly fitted or top-dose-only effect, or another doubt; inactive = no such curve, though single readings can be large; an effect the other way counts as inactive or inconclusive.
SMILES,Integrin act MD,USP2a block,PTAP TSG101 blk,S-ASM inh,Eya2 phos inh,ELG1 genotoxic,TRPV1 agonist,BRCA1 expr act,p53 reactivation,B2AR arrestin,uPA surface inh
COc1cc(/C=C2/C(=O)N(c3ccc(Br)cc3)N=C2C)cc(OC)c1OC,-11.9%,1.9%,2.6%,?,18.2%,3.4%,7.0,-60.3%,0.4%,0.6%,-12.5%
COCCN1C(=O)N[C@@H](c2ccc(Br)cc2)C(C(=O)OC)=C1C,.,-1.6%,.,.,1.2%,1.4%,3.1,.,-2.4%,-0.5%,.
O=C(c1ccccc1)N1CCN(C(=O)c2ccc3c(c2)OCCO3)CC1,31.7%,3.3%,-1.6%,2.0%,4.0%,-1.8%,-0.6,-9.0%,-3.5%,0.0%,-3.4%
Cc1cc2oc(=O)cc(CN3CCN(Cc4ccccc4)CC3)c2cc1Cl,8.4%,-8.5%,-5.2%,-2.2%,2.9%,-4.9%,-3.6,7.6%,-6.3%,-0.2%,1.6%
CCN(CC)c1ccc(C=Nc2cccnc2Cl)c(O)c1,-5.4%,-0.4%,-2.8%,4.7%,-12.0%,-1.0%,4.1,-18.4%,-5.9%,-0.8%,3.6%
CCSc1nc2n(n1)C(c1cccc(F)c1)C1=C(CCCC1=O)N2 (centres undefined),8.1%,0.4%,-7.8%,398.3%[activator],-6.9%,4.0%,5.7,-4.5%,1.3%,3.6%,.
CCOC(=O)c1nnc(-c2ccccc2)o1,2.7%,1.5%,-6.1%,1.3%,-1.2%,0.2%,2.5,-4.8%,-1.9%,0.5%,0.4%
CCn1ncc(N(C)N)c(Cl)c1=O,26.8%,4.6%,-6.5%,0.2%,2.8%,4.3%,0.4,3.3%,0.4%,-0.5%,3.6%
O=c1[nH]cn[nH]1,19.3%,3.0%,-5.8%,-0.3%,-5.3%,3.8%,-0.5,2.9%,-1.1%,0.5%,6.6%
Nc1ccccc1Nc1cc(-c2ccccc2)[nH]n1,-6.4%,-1.2%,-1.8%,-4.3%,-6.4%,7.5%,20.1,22.6%,12.2%,-0.2%,5.5%
Cc1ccc(NC(=O)CN(C)C(=O)CNC(=O)c2ccc3c(c2)OCO3)cc1,18.8%,-1.2%,-10.8%,-0.8%,16.6%,11.1%,-2.6,20.0%,-1.3%,0.1%,3.2%
CC(C)(CO)Nc1nc(Cl)nc(NC2CCCCC2)n1,35.2%,4.2%,-1.3%,1.0%,3.5%,-0.2%,0.6,31.4%,5.1%,-1.1%,1.9%
Cc1ccc(N2CC(C(=O)Nc3ccccc3N3CCCC3)CC2=O)cc1 (centres undefined),-13.6%,-1.3%,-4.8%,3.8%,-1.3%,-11.7%,18.3,-20.9%,17.3%,-0.4%,-7.9%
COC(=O)c1ccc(C2C(C(C)=O)=C(C)Nc3ncnn32)cc1 (centres undefined),-9.7%,-0.2%,-5.2%,12.1%,-13.0%,16.4%,.,15.8%,0.8%,7.1%,5.4%
Cc1ccc(N2C(N)=C(C#N)C(c3cccs3)C3=C2CC(C)(C)CC3=O)cc1 (centres undefined),-16.1%,0.3%,-6.0%,0.1%,-7.9%,-1.9%,1.2,-56.4%,1.3%,0.3%,.
COCCNC(=O)[C@@H]1CCCN1C(=O)C1CCN(S(=O)(=O)c2ccc(C)cc2)CC1,31.6%,0.7%,0.8%,3.6%,-4.1%,-1.8%[9.26 µM],-7.7,0.0%,9.8%,0.3%,-1.7%
COc1ccc(OCC(=O)N2CCN(C(=O)COc3ccc(Br)cc3)CC2)cc1,?,-1.9%,-5.1%,-0.7%,-3.6%,-5.2%,?,-0.5%[1.84 µM],3.7%,-0.2%,2.4%
CCOc1ccc(C(Nc2ccc(C)cc2)P2(=O)OCCC(C)O2)cc1 (centres undefined),8.3%,-9.2%,-1.1%,-0.3%,-34.5%,3.3%,-4.7,-13.4%,-2.1%,-1.3%,4.4%
C=CCn1c(O)c(C2=c3ccccc3=NC2=O)s/c1=N/c1nccs1,-21.0%,-0.4%,-1.8%,-7.6%,-1.8%,12.9%,-0.6,-33.8%,-5.6%,-0.2%,-1.4%
CCOC(=O)C1CCN(C(=O)COc2ccc(Cl)cc2C)CC1,-14.0%,1.8%,-5.6%,-1.8%,1.1%,0.1%,24.1,-17.0%,-7.9%,-0.1%,-5.5%
N#Cc1c(NC(=O)c2cc([N+](=O)[O-])ccc2N2CCOCC2)sc2c1CCCC2,0.4%,-0.1%,-2.8%,-4.3%,-4.8%,?,12.7,26.9%,18.5%,-1.1%,0.3%
Cc1cc(NC(=O)C(C)SCC(=O)O)no1 (centres undefined),-18.4%,1.3%,-0.3%,3.0%,2.9%,-9.3%,-1.4,18.1%,-3.9%,0.0%,-0.5%
COc1ccccc1C(=O)Nc1nc(C)cc(C)n1,1.0%,.,-4.0%,-2.3%,.,.,.,0.0%,.,.,-0.7%
O=C(/C=C/Nc1ccccc1C(F)(F)F)c1ccco1,?,0.5%,-2.1%,23.0%,5.7%,2.91µM*,9.2,46.8%,9.3%,-2.0%,-12.7%
CN(C(=S)Nc1ccccc1)c1ccccc1,3.0%,-8.3%,1.9%,-2.2%,-8.4%,2.6%,0.7,8.4%,-2.4%,-0.4%,7.9%
COc1ccc(-c2oc3ccccc3c2C#Cc2cncn2C)cc1,-33.2%,-3.5%,.,165.1%[activator],-14.3%,1.3%,26.4,0.0%,3.3%,0.4%,?
COc1ccccc1-c1c(C)nn2c(N3CCN(Cc4ccccc4)CC3)cc(C)nc12,-5.7%,-12.1%,-4.8%,4.2%,3.0%,-18.3%,12.5,-18.8%,?,-0.7%,10.2%
S=c1nc(C2CCCCC2)[nH]c2ccccc12,-20.8%,3.2%,6.6%,-1.7%,5.8%,5.5%,3.2,-2.3%,1.6%,0.1%,1.6%
Cc1c(C(=O)OCC(=O)N2CC(C)CC(C)C2)oc2ccccc12 (centres undefined),-5.8%,1.7%,-7.1%,2.9%,-27.6%,-0.6%,18.0,-1.0%,3.0%,-0.8%,1.1%
CC1CCCCN1C(=O)CSc1nnc(-c2cccnc2)n1C1CCCCC1 (centres undefined),-32.7%[7.66 µM],2.4%,-8.5%,0.2%,15.3%,0.5%,-1.5,-0.6%,-1.0%,-0.1%,.
O=C(CN(C(=O)CCC(=O)Nc1ccccn1)c1ccc(F)cc1)NCc1ccc(F)cc1,1.9%,-0.6%,2.3%,-2.3%,20.3%,-4.8%,0.2,3.5%,-4.3%,-0.8%,-11.2%
COC(=O)c1ccc(OCCN2C3=NCCN3c3ccccc32)cc1,-20.9%,2.9%,-0.2%,-0.4%,-1.1%,3.6%,-0.6,0.0%,-8.3%,-1.8%,5.6%
CN(C)CCN(CC1CCCN(Cc2ccccc2F)C1)C(=O)c1ccc(Cl)cc1 (centres undefined),-43.6%,-1.1%,-6.5%,1.5%,1.9%,0.2%,5.1,-12.7%,.,-0.8%,0.3%
CCCc1cc(=O)[nH]c(SC(C)C(=O)N2c3ccccc3CC2C)n1 (centres undefined),-60.3%[inhibitor],-3.3%,-2.8%,1.8%,2.2%,-0.5%,-3.3,0.9%,-9.5%,0.0%,-9.7%
Cc1cccc(CN2CCCC(C(=O)Nc3ccccc3Oc3cccnc3)C2)c1 (centres undefined),25.3%,-3.2%,-2.7%,2.2%,1.7%,-8.6%,27.1,-16.0%,4.3%,4.1%,3.1%
CC(=O)N(C)c1ccc(N=Nc2ccc3ncccc3c2)cc1,?,.,-3.3%,-1.1%,.,.,.,2.7%,.,.,-14.7%
O=C(O)CCN(Cc1ccccc1)S(=O)(=O)c1c(Cl)cccc1Cl,4.5%,-0.7%,-5.8%,0.0%,8.0%,-12.6%,-0.4,-18.0%,1.0%,-0.1%,-4.4%
C#CC(C)(CC)NC(=O)Cn1nnc(-c2ccc(S(C)(=O)=O)cc2)n1 (centres undefined),-0.8%,-1.4%,-1.3%,0.0%,-24.1%,-3.0%,1.7,-13.7%,?,0.0%,2.1%
